Source: PubChem (Sanford-Burnham Center for Chemical Genomics)
SENP1 FRET inh = inhibitors of human SENP1 SUMO protease catalytic domain; Q9P0U3; recombinant SENP1 catalytic domain, CyPet-SUMO1-YPet FRET cleavage; inhibition, % at 10 µM; 360,000 tested, 0.21% active; AID 624204;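 active = inhibition at least 30% at 10 µM, raw YFP signal under a set limit, fluorescence ratio 0.5 to 1.5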;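 also: 0% = enzyme with DMSO and 100% = no enzyme wells; some results filed as inactive read as strong as hits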
Target sequence (Q9P0U3 419-644 limits assumed): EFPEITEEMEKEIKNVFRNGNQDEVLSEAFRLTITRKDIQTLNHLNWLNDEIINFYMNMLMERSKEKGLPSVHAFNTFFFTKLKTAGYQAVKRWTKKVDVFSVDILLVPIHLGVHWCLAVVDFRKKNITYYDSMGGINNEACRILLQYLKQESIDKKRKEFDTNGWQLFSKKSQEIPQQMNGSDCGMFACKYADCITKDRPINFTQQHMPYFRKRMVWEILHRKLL
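Test system: hSENP1 catalytic domain, recombinant; Amount: 20 pM final SENP1 enzyme; Medium: Tris pH 8 buffer plus EDTA, NaCl, BME, BSA, NP40, catalase; Schedule: 50 min enzyme reaction, room temperature, light-protected; Technique: FRET fluorescence in CFP and YFP emission channels; Controls: no-enzyme wells low, DMSO-plus-enzyme wells high control.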
SENP8 block = SENP8 (human) protease inhibition; Q96LD8; recombinant SENP8, Nedd8 substrate fluorescence; inhibition, % at 20 µM; 360,000 tested, 0.64% active; in the data active = inhibition mostly above about 40%, no sharp cut-off; inactive = mostly below about 27%
Target sequence (Q96LD8 whole entry, looked up): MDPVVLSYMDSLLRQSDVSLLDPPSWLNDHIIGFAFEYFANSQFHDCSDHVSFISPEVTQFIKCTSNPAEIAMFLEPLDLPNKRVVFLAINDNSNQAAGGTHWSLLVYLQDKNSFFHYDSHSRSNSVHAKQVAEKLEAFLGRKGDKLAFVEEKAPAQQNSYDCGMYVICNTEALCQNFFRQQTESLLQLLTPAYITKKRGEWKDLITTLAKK
PfG6PD inh = PfG6PD (Plasmodium falciparum) enzyme inhibition; PfGluPho enzyme, NADPH resazurin-diaphorase fluorescence; inhibition, % at 20 µM; 350,000 tested, 0.78% active; AID 504690;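 active = inhibition reaching at least a set limit at 20 µM in the primary screen, cut at about 59% in these data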;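 also: 0% = DMSO wells with substrate and 100% = DMSO wells lacking glucose-6-phosphate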
Starred values were filed as active, the others as inactive; i = inactive. Not all compounds are listed; the hit share may differ from the screen's.

SMILES	SENP1 FRET inh	SENP8 block	PfG6PD inh
Nc1c(CNCc2nnn(Cc3ccccc3)c2N)nnn1Cc1ccccc1	-4	11	-14
COc1ccc(-c2ccc(CN3C(CC(C)C)C(=O)N(Cc4cn(CCC5OCCCO5)nn4)CCS3(=O)=O)cc2)cc1OC (stereo not drawn)	0	8	20
CCOc1ccc(C(=O)COC(=O)Cn2[nH]c(=O)c3ccccc3c2=O)cc1	0	5	18
CCN(C(=O)CN1C(=O)S/C(=C\c2ccccc2Cl)C1=O)C1CCS(=O)(=O)C1 (stereo not drawn)	4	21	-10
Cc1ccc(S(=O)(=O)N2CCCc3ccccc32)cc1	0	9	44
Nc1ccn(CCCN2CCN(Cc3cccc4ccccc34)CC2)c(=O)n1	-1	7	6
CCOC(=O)C(C(=O)c1ccccc1)C(c1ccccc1)c1nccc2ccccc12 (stereo not drawn)	3	16	9
COC(=O)C[C@H]1C[C@@H]2c3cc(NS(=O)(=O)c4cccc(OC)c4)ccc3O[C@@H]2[C@@H](CO)O1	-2	10	7
Cc1ccc(S(=O)(=O)N2CCCCC2)cc1NC(=O)COC(=O)c1cccc(O)c1	3	7	6
O=C(c1ccco1)N1CCN(C(=O)c2ccc(CS(=O)c3ccc(Br)cc3)o2)CC1 (stereo not drawn)	3	5	-11
CCOc1ccc(NC(=O)COC(=O)c2c[nH]c3ccccc23)cc1	2	24	-3
CC1(c2cccc(Br)c2)NC(=O)N(CC(=O)c2ccc3c(c2)OCO3)C1=O (stereo not drawn)	2	14	11
COC(=O)CCN1CCC2CC1c1cc(N3CCCCC3)ccc12 (stereo not drawn)	1	6	10
O=C(COC(=O)/C=C/c1ccc(F)cc1)NC(=O)NCc1ccccc1	2	-1	-1
O=C(c1ccoc1)N1CCN(c2cc(-c3ccco3)nc3cc(-c4ccccc4)nn23)CC1	-18	-326	31
CC(CC(=O)c1ccccc1)=NCCCN=C(C)CC(=O)c1ccccc1	-4	-21	-13
C[C@H]1CN([C@@H](C)CO)C(=O)c2cc(-c3cccc(C#N)c3)cnc2O[C@H]1CN(C)C(=O)c1ccccn1	1	-4	-7
O=C(O)c1ccc(CSCc2ccccc2)o1	1	15	-36
CCOC(=O)CC1COCCN1C(=O)c1cc(COc2ccccc2SC)on1 (stereo not drawn)	4	17	4
CC1C(c2ccccc2)OCCN1C(=S)Nc1ccc(S(=O)(=O)N2CCCCC2)cc1 (stereo not drawn)	-1	8	33

Molecules above containing a furan ring, fused or not, in the order listed:
SMILES	SENP1 FRET inh	SENP8 block	PfG6PD inh
O=C(c1ccco1)N1CCN(C(=O)c2ccc(CS(=O)c3ccc(Br)cc3)o2)CC1 (stereo not drawn)	3	5	-11
O=C(c1ccoc1)N1CCN(c2cc(-c3ccco3)nc3cc(-c4ccccc4)nn23)CC1	-18	-326	31
O=C(O)c1ccc(CSCc2ccccc2)o1	1	15	-36

New compounds follow
SMILES	SENP1 FRET inh	SENP8 block	PfG6PD inh
COc1cccc(NC(=O)N(C)C[C@H]2OCc3cn(nn3)CCCC(=O)N([C@@H](C)CO)C[C@@H]2C)c1	0	14	5
O=C(NCCc1ccccc1)c1c[nH]c2ccccc2c1=O	0	10	-7
C[C@H]1CN([C@@H](C)CO)C(=O)CCCn2nncc2CO[C@@H]1CN(C)C(=O)Cc1ccccc1	0	6	-23
COc1ccc(CCNC(=O)C(=O)c2cn(CC(=O)N3CCCC3)c3ccccc23)cc1OC	2	-4	-2
Cc1cccc(NC(=O)C(=O)NCC2CCCN2S(=O)(=O)c2cccs2)c1 (stereo not drawn)	-16	7	3
COCOCCn1cc(CN2CCS(=O)(=O)N(Cc3ccc(-c4ccc(F)nc4)cc3)C(C)C2=O)nn1 (stereo not drawn)	-1	15	13
COc1cc(O)c(C=NN2C(=O)CSC2=S)c(OC)c1	-52	-316	29
C[C@H](CO)NC(=O)c1[nH]cnc1C(=O)Nc1cccc(Cl)c1	1	5	-2
Cc1ccc(C)c(OCC(=O)N/N=C/c2ccc(N3CCOCC3)cc2)c1	0	-498	5
C[C@@H]1CN([C@H](C)CO)C(=O)c2c(c3ccccc3n2C)-c2ccccc2CO[C@H]1CN(C)C(=O)c1cc(Cl)cc(Cl)c1	-1	-5	10
CN(C)CCNC(=O)C(=O)NCC1OCCN1S(=O)(=O)c1ccc(F)cc1 (stereo not drawn)	0	10	-1
C=CCNC(=S)N1CCC2CC1c1c(Cl)cccc12 (stereo not drawn)	1	8	13
COc1ccc(C(=O)CC(C(=O)O)c2ccc3c(c2)OCO3)cc1OC (stereo not drawn)	0	-6	-11
CC(C)CN1C(=O)C(=O)N(CC(=O)NCCCc2ccccc2)C1=O	1	19	0
COc1cccc2c1OC1(N3CCOCC3)CCCCC1C2C[N+](=O)[O-] (stereo not drawn)	3	17	9
CSc1nc(N)c(C(=O)N(c2ccccc2)c2ccccc2)s1	8	9	0
Cc1cc(C(=O)Nc2cccc3ccccc23)oc1C	-3	-62	20
Cc1ccc2c(=O)n3c(nc2c1)C(Cc1ccc(O)cc1)NC(=O)c1cccnc1-3 (stereo not drawn)	1	5	2
Cc1cccc(C)c1NC(=O)CN1CCN(C(=O)c2cc(C3CC3)nn2-c2ccccc2)CC1	-1	10	-8
COc1cccc(C(=O)O)c1OS(=O)(=O)c1ccc(C)cc1	1	9	-21
CC1(C)CC(=O)C=C(c2ccc(-c3ccccc3)cc2)C1=O	1	15	0
COc1ccccc1-c1nnc(NC(=O)C2CCCN2S(=O)(=O)c2cccs2)o1 (stereo not drawn)	1	-7	-23
COc1cccc(C(=Cc2ccc([N+](=O)[O-])cc2)C(=O)O)c1	-1	16	-21
O=C1CCCCC1C1(O)C(=O)Nc2ccccc21 (stereo not drawn)	1	4	-2
COc1ccc(C2=NN(C(=O)c3ccco3)C(c3cccs3)C2)cc1OC (stereo not drawn)	1	-71	10
COc1ccccc1N1CCN(C(=O)CN(C)S(=O)(=O)c2ccc(C)cc2)CC1	2	9	-3
COc1ccc(S(=O)(=O)N(C)[C@H]2C[C@H]3c4cc(N5CCN(C)CC5)ccc4CCN3C(=O)[C@H]2[C@H](C)O)cc1	1	2	13
Cc1ccccc1-c1ccc2c(c1)O[C@H](CN(C)C(=O)C1CC1)[C@@H](C)CN([C@@H](C)CO)S2(=O)=O	0	12	-11
O=C(Cn1ncc2ccccc2c1=O)Nc1cccc(C(F)(F)F)c1	2	15	3
COc1cccc(NC(=O)N(C)C[C@@H]2OCc3cn(nn3)CCCC(=O)N([C@H](C)CO)C[C@H]2C)c1	0	10	-2
CSc1ccc(/C=C/C(=O)OCC(=O)NC2CCCCCC2)cc1	0	-486	-13
C[C@H](CO)N1C[C@H](C)[C@@H](CN(C)S(=O)(=O)c2ccc(Oc3ccccc3)nc2)OCc2cnnn2CCCC1=O	1	13	-6
O=C(NCc1cccs1)c1ccc(CS(=O)Cc2ccc(Cl)cc2)o1 (stereo not drawn)	-1	15	5
O=C(COc1ccc(S(=O)(=O)N2CCOCC2)cc1)NCCc1ccc(Cl)cc1	1	11	-8
Cc1cc(Cl)c2oc(C(=O)N3CCN(c4cnccn4)CC3)c(C)c2c1	3	i	11
C[C@@H]1CN([C@H](C)CO)C(=O)c2cc(C#Cc3ccccc3F)cnc2O[C@@H]1CN(C)S(=O)(=O)c1ccccc1F	1	2	-10
COc1ccc(C)cc1NC(=O)Cc1csc(NC(=O)Nc2ccccc2OC)n1	2	3	30
CCN(CC)c1ccc(C(NC(=O)C(C)C)c2ccc3cccnc3c2O)cc1 (stereo not drawn)	2	4	-18
CCCCOCCOC(=O)C1OC1(C)c1ccccc1 (stereo not drawn)	1	0	8
C[C@@H]1CN([C@H](C)CO)C(=O)CCCn2cc(nn2)CO[C@H]1CN(C)C(=O)Nc1ccc2c(c1)OCCO2	0	3	3
C[C@@H]1CN([C@H](C)CO)C(=O)CCCn2nncc2CO[C@H]1CN(C)S(=O)(=O)c1ccc(Oc2ccccc2)cc1	-1	8	4
CC(C)N1C(=O)C(=O)N(CC(=O)N2c3ccccc3CC2C)C1=O (stereo not drawn)	-1	15	0
COc1ccccc1C1SCCN1S(=O)(=O)c1ccccc1 (stereo not drawn)	1	10	24
CCN(CC)C(=O)C1=C(C)N(Cc2ccccc2)C(=O)C(CC(=O)NCc2cccs2)C1 (stereo not drawn)	2	6	0
COc1ccc(NC(=O)Nc2ccc3c(c2)C(=O)N([C@H](C)CO)C[C@H](C)[C@H](CN(C)Cc2ccc(C(=O)O)cc2)OCCCC[C@@H](C)O3)cc1	1	11	21
Cc1cc(CNC[C@H]2O[C@@H](n3cnc4c(N)ncnc43)[C@H](O)[C@@H]2O)no1	2	6	-12
O=C(OCc1cn([C@@H]2C[C@H](c3ccccc3)N(C(=O)c3cccs3)C[C@H]2O)nn1)c1ccccc1	1	15	7
O=C(O)c1c[nH]n2c(=S)ncnc12	3	21	4
CC1=C(O)C(=O)C(c2c(C)cc(C)c(Br)c2C)=C(O)C1=O	-41	23	-38
COc1ccc([C@H]2C[C@@H](O)[C@H](n3cc(C4CC4)nn3)CN2C(=O)c2cccs2)cc1	1	16	11
Carrying on:
SMILES	SENP1 FRET inh	SENP8 block	PfG6PD inh
C[C@H](CO)N1C[C@H](C)[C@H](CN(C)C(=O)c2ccccc2)OCc2cnnn2CCCC1=O	-3	-5	-6
CCC(C(N)=O)N1C(=O)C2C3CCC(C3)C2C1=O (stereo not drawn)	2	8	-5
Cc1cc(S(=O)(=O)NC[C@H]2O[C@@H](n3ccc(N)nc3=O)[C@H](O)[C@@H]2O)c(C)s1	0	1	7
COc1ccc([N+](=O)[O-])cc1NC(=O)COC(=O)C12CC3CC(CC(O)(C3)C1)C2	1	20	-13
C[C@H]1CN([C@@H](C)CO)S(=O)(=O)c2ccc(Br)cc2O[C@H]1CN(C)S(=O)(=O)c1ccccc1F	1	11	-3
CCOC(=O)c1cc(C)nnc1C(=O)OCC	0	4	15
Cn1ccn(CCCCCCn2ccn(C)c2=S)c1=S	1	10	6
Cc1onc(-c2ccccc2Cl)c1C(=O)O/N=C(\N)c1cccc([N+](=O)[O-])c1	3	14	16
COc1ccc(N2CCN(CC(=O)Nc3c(C)cccc3C)CC2)cc1	0	16	-7
CCOc1ccc(S(=O)(=O)Nc2cccc(C(=O)N3CCN(c4ccccn4)CC3)c2)cc1	4	10	5
CC(C)c1nc(CNC(=O)CC2C(=O)NCCN2Cc2ccccc2)cs1 (stereo not drawn)	-6	-54	7
C[C@@H]1CN([C@H](C)CO)S(=O)(=O)c2ccc(C#Cc3ccccc3)cc2O[C@H]1CN(C)C(=O)Nc1ccc2c(c1)OCO2	-15	-30	23
Cc1ccc(NC(=O)CN(C)C(=O)COc2ccc(Br)cc2)cc1	4	4	21
CN1CCN(C(=O)c2ccc(S(=O)(=O)N(C)c3ccccc3)cc2)CC1	2	9	4
Cc1cc(S(=O)(=O)Nc2ncnc3sccc23)ccc1F	-16	12	-3
CCCc1ccc(S(=O)(=O)N2CCN(C(=O)c3cc(C)on3)CC2)cc1	-1	8	-6
CCOC(=O)c1ccc(NC(=O)c2nc[nH]c2C(=O)NC[C@H](C)O)cc1	3	0	3
CCC[C@H]1CN(c2ccccc2)C(=O)[C@@H]1CC(=O)Nc1ccccc1	-1	2	0
COc1ccc(S(=O)(=O)N2CCCCC2)cc1NC(=O)C1CC1(Cl)Cl (stereo not drawn)	2	19	-5

Some of these compounds in order of heavy-atom count, lowest first.
SMILES	SENP1 FRET inh	SENP8 block	PfG6PD inh
CCOC(=O)c1cc(C)nnc1C(=O)OCC	0	4	15
CCC(C(N)=O)N1C(=O)C2C3CCC(C3)C2C1=O (stereo not drawn)	2	8	-5
Cn1ccn(CCCCCCn2ccn(C)c2=S)c1=S	1	10	6
Cc1cc(S(=O)(=O)Nc2ncnc3sccc23)ccc1F	-16	12	-3
Cc1ccc(NC(=O)CN(C)C(=O)COc2ccc(Br)cc2)cc1	4	4	21
COc1ccc(S(=O)(=O)N2CCCCC2)cc1NC(=O)C1CC1(Cl)Cl (stereo not drawn)	2	19	-5
CCCc1ccc(S(=O)(=O)N2CCN(C(=O)c3cc(C)on3)CC2)cc1	-1	8	-6
Cc1cc(S(=O)(=O)NC[C@H]2O[C@@H](n3ccc(N)nc3=O)[C@H](O)[C@@H]2O)c(C)s1	0	1	7
Cc1onc(-c2ccccc2Cl)c1C(=O)O/N=C(\N)c1cccc([N+](=O)[O-])c1	3	14	16
COc1ccc([N+](=O)[O-])cc1NC(=O)COC(=O)C12CC3CC(CC(O)(C3)C1)C2	1	20	-13
C[C@H]1CN([C@@H](C)CO)S(=O)(=O)c2ccc(Br)cc2O[C@H]1CN(C)S(=O)(=O)c1ccccc1F	1	11	-3
C[C@@H]1CN([C@H](C)CO)S(=O)(=O)c2ccc(C#Cc3ccccc3)cc2O[C@H]1CN(C)C(=O)Nc1ccc2c(c1)OCO2	-15	-30	23
